# zfTRPN1 agonist: zebrafish TRPN1 (NompC) channel agonism | activation, % at 3 µM | AID 1424 | HEK293 zebrafish TRPN1-YFP, Fluo-8 calcium fluorescence; 100% = response to 87 µM carbachol | hit rate 0.18% among 220,000;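 active = activation above its plate's cutoff, the mean activation of test wells on that plate plus 3 SD, cut at about 19% in these data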;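 also: 0% = DMSO alone and 100% = 87 µM carbachol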
#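 Assay system: Zebrafish TRPN1-YFP in HEK293 cells | Incubation: Dye loading 1 h at 37 °C, then 30 min room temperature | Measured by: Kinetic Fluo-8 fluorescence, ex 470-495, em 515-575 nm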
# TRPML3 agonist: activates the human TRPML3 channel; HEK293 TRPML3-YFP, Fluo-8 calcium fluorescence; 100% = the carbachol control signal; activation, % at 3 µM; hit rate 0.29% among 220,000; AID 1448;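 active = activation above its plate's cutoff, the mean activation of the plate's test wells plus 3 SD, cut at about 12% in these data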;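 also: 0% = DMSO only wells and 100% = carbachol wells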
#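 Material: HEK293 cells stably carrying human TRPML3-YFP; compound dosing: single dose, 3 µM final nominal compound, 0.3% DMSO final; incubation: 1-h 37 °C dye load, 5-s basal, 120-s post-compound reads; technique: Fluo-8 intracellular calcium fluorescence, excitation 470-495 nm, emission 515-575 nm; read-out basis: percent activation from peak-to-basal fluorescence ratio, scaled between DMSO and carbachol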
# Tb hexokinase: blocks Trypanosoma brucei hexokinase 1 activity | hit rate 0.11% among 220,000 | recombinant TbHK1, G6PDH-coupled NADH A340 | inhibition, % at 10 µM;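 active = inhibition of 50% or more in the single-dose primary screen; inactive = inhibition below 50%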
# Cl transport mod: modulates chloride dependent transport by human KCC2. Q9H2X9. KCC2 cells, thallium flux FluoZin-2 fluorescence. B-score of Tl+ flux slope (higher = more flux/activation; lower = inhibition) at 10 µM. AID 1456. hit rate 2.2% among 190,000;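 active = thallium flux slope and its plate-corrected score both differing from the plate sample mean at a set confidence after two filtering rounds, in either direction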;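 also: slope of fluorescence scaled to starting intensity during 10 to 20 s after thallium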
# Thrombin inh: thrombin (human) inhibition; P00734; alpha-thrombin, Boc-VPR-AMC fluorogenic substrate cleavage; inhibition, % at 5 µM; hit rate 0.26% among 220,000; AID 1046;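 active = inhibition at or above 40%; inactive = inhibition below 40%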;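 also: 0% = enzyme with no compound and 100% = wells without enzyme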
#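 Material: Human alpha-thrombin protein | Buffer or medium: pH 7.5 Tris-saline with Tween 20 | Reagent: Boc-VPR-AMC substrate, 15 µM final | Schedule: Reaction at ambient temperature | Detection: AMC fluorescence at 355 nm excitation and 460 nm emission | Evaluation: Percent inhibition scaled between no-compound controls and no-enzyme blanks | Controls: no-compound enzyme wells and no-enzyme blanks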
# EBV gp42 inh: inhibitors of Epstein-Barr virus glycoprotein 42; Fluorescence polarization binding assay, mP read-out; hit rate 0.42% among 220,000; inhibition, % (tested at 21.74 µM); Q1HVG2; AID 1085; in the data active = inhibition above about 50%
# Target sequence (Q1HVG2 whole entry, looked up): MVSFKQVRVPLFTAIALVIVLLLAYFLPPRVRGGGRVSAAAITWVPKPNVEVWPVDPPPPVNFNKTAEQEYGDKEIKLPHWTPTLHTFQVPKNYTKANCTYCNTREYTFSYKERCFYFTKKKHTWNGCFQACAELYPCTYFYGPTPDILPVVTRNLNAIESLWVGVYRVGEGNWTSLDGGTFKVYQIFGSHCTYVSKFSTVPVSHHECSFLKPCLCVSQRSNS
# Calpain2 inh: calpain II (pig) inhibition | purified calpain II, fluorogenic peptide substrate, 30 min | inhibition, % at 16 µM | hit rate 0.37% among 220,000;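 active = inhibition above about 50%, limit read from the data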
# PPC-1+TRAIL kill: PPC-1 cancer cell killing with TRAIL present; PPC-1 cells + TRAIL, ATPLite viability luminescence; cell killing (% activity), % at 4 µM; hit rate 0.41% among 220,000;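 active = cell killing above 50% in the first pass at 4 µM, then a duplicate retest at 5 µM averaging 50% or more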;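 also: plate controls were cells with TRAIL plus DMSO for no effect and medium-only wells lacking cells for full effect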
# Furin inh: inhibitors of human furin; hit rate 0.061% among 220,000; purified furin, fluorogenic substrate cleavage; P09958; inhibition, % at 30 µM; AID 463115; in the data active = inhibition above about 25%; also: inactives centre near -15
# Target sequence (P09958 108-714 limits assumed): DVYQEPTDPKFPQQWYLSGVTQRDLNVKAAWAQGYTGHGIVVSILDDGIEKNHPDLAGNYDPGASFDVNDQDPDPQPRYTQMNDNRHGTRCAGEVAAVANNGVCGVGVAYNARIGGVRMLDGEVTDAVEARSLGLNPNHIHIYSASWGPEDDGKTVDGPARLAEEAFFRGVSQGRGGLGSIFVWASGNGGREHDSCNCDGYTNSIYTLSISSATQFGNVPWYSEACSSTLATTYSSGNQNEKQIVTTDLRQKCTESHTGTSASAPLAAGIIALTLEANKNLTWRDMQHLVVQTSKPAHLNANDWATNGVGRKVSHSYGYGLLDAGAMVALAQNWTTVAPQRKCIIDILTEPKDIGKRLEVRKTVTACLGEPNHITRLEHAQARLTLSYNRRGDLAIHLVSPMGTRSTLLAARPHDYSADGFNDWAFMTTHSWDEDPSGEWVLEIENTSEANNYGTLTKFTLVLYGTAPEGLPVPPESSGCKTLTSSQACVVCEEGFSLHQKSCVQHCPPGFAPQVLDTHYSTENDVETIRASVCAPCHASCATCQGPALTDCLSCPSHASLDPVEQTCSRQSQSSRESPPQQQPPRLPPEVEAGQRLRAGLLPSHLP
# * marks the source's active call; other numbers are inactive results; · = no result given; [ ] = another dose, or the depositor's remark.
Compound,Thrombin inh,Tb hexokinase,Furin inh,PPC-1+TRAIL kill,TRPML3 agonist,Cl transport mod,EBV gp42 inh,zfTRPN1 agonist,Calpain2 inh
COc1ccc(CCNC(=O)Cn2c([N+](=O)[O-])cnc2C)cc1OC,-2,-10,-20,20,1.3,-1,-12,1.5,-15
CCOc1ccc(NC(=O)Nc2cccnc2)cc1,2,-10,-34,49,0.3,0.46,-10,0.1,-16
Cc1ccc(S(=O)(=O)NC(=O)c2ccc(-c3ccc(-c4ccccc4)cc3)o2)c(C)c1,0,-17,-19,-12,-0.1,-2.9,18,0.3,-45
Cc1cc(C)n2nc(Sc3ncccc3[N+](=O)[O-])nc2n1,-5,-13,-11,26,0.5,0.39,-8,0.6,30
CCOCCCNC(=O)C(NC(=O)c1ccc(NC(C)=O)cc1)c1ccc(C)cc1 (stereo not drawn),-4,-4,-14,12,0.7,1.2,9,0.1,-8
COc1cc(C(F)(F)F)c(C(=O)NCc2cccc(Cl)c2)cn1,-2,4,-12,14,0.3,0.5,-7,0.0,5
CC/C(C)=N/Oc1nc(C)cc(C)n1,-3,-9,-16,-2,-0.6,0.8,-26,0.6,3
O=C(CCNS(=O)(=O)c1cccc2nsnc12)NCc1cccs1,-5,-10,-7[20 µM],12,0.9,·,-8,-0.7,19
Cc1ccc2c(Cl)c(C(=O)N/N=C/c3cccn3C)sc2c1,-12,-7,-16,29,1.2,1.3,16,0.2,-44
O=C1C(c2ccc(F)cc2)N(CC2COc3ccccc3O2)C(=O)CN1C1CCCCC1 (stereo not drawn),-18,0,-23[20 µM],17,0.0,0.91,-16,-0.5,-16
CCOc1ccc(CN2CCN(Cc3c(C)nn(CC)c3C)CC2CCO)cc1 (stereo not drawn),-2,-7,-15,-42,-0.5,-0.084,-15,0.8,-13
O=C(CSc1ncn[nH]1)Nc1nc(-c2cccc([N+](=O)[O-])c2)cs1,2,1,-14,-16,0.8,-0.21,-3,4.3,32
Cc1ccc2c([N+](=O)[O-])cccc2n1,-10,25,-18,22,0.2,-1.3,-7,1.0,-6
CCn1cc([N+](=O)[O-])c(C(=O)Nc2cc(C)on2)n1,1,5,-9[20 µM],23,0.8,-1.1,-22,1.8,2
CC1CCN(c2nc(CN3CCCCC3)nc3scc(-c4ccccc4)c23)CC1,-1,12,-9,-1,0.7,1.3,-12,-0.8,22
Cc1onc(-c2c(Cl)cccc2Cl)c1C(=O)N1CCSCC1,3,-6,-14,16,0.5,0.045,-7,0.6,-17
CC(SCc1ccccc1)C(=O)N/N=C/c1ccc2c(c1)OCO2 (stereo not drawn),-1,-13,3[20 µM],9,-0.7,1.3,-4,-0.1,-1
CCCNC(=O)c1cccc(Cn2nc(C)c(Br)c2C)c1,-4,0,-19,20,0.7,-2.5,1,3.3,4
Cc1ccc(C(=O)O)cc1S(=O)(=O)N1CCCC1,1,-4,-17[20 µM],-17,1.1,1.4,-16,0.9,-27
CC(C)c1ccc(C(CC(=O)O)NC(=O)c2cccs2)cc1 (stereo not drawn),-6,-3,-28,11,0.6,0.009,-17,0.2,11
N#C/C(=N\Nc1cccc(C(F)(F)F)c1)C(=O)c1ccsc1,2,-5,3,11,14*,-4.3,9,24*,38
COC(=O)C(=O)Nc1nnc(COc2ccccc2)s1,-3,2,-16[20 µM],8,0.9,-0.27,-6,-0.1,5
C(=C/c1ccnc2nc(SC/C=C/c3ccccc3)nn12)/c1ccccc1,-1,-11,-16[20 µM],1,0.7,-0.019,-13,0.8,-34
CCOC(=O)CC(NC(=O)c1cccc2c1C(=O)N(Cc1cccnc1)C2)c1ccc(OCC)c(OC)c1 (stereo not drawn),-9,6,-23,1,-0.2,-0.1,-7,0.0,20
COc1cc(C(=O)NCC(C)C)c([N+](=O)[O-])cc1OC,-20,-13,-7[20 µM],-4,0.9,·,-20,1.7,13
Cc1ccc2c(c1)nnn2C1CCN(CC(=O)NCc2ccccc2F)CC1,-2,-3,-16,-3,-0.6,-1.8,-13,-0.8,14
Cc1nc2sc(C(c3ccc(Cl)cc3)N3CCN(C(=O)c4ccco4)CC3)c(O)n2n1 (stereo not drawn),11,0,-32,-15,-0.6,-0.54,-4,0.5,-1
CCCC1(CCC)NC(=O)N(CC(=O)c2cc(C)n(-c3ccc4c(c3)OCO4)c2C)C1=O,-4,1,-9,16,0.3,0.12,-6,1.6,32
COc1ccc(C2N(C(=O)N3CCOCC3)CCN2S(=O)(=O)c2ccc(C)cc2)cc1 (stereo not drawn),-2,2,-11[20 µM],-7,0.7,·,-3,0.5,-18
Cc1nnc(NC(=O)CC(NC(=O)C(F)(F)F)c2ccccc2)s1 (stereo not drawn),7,-1,-9,1,0.8,0.049,-18,0.8,-15
C(/C=C/c1ccco1)=N/N1CCN(c2ccccc2)CC1,8,-33,-4[20 µM],14,0.2,-0.83,-36,0.2,16
O=C(CN1C(=O)S/C(=C/c2cccnc2)C1=O)N1CCOCC1,-1,-30,-15,19,0.3,1.6,-14,0.7,-6
CC(=O)Nc1ccc(S(=O)(=O)N2C3CCCC2CC(NC(=O)C2CCCCC2)C3)cc1 (stereo not drawn),8,3,-25,11,0.4,0.28,-28,0.5,2
O=C(Nc1c(C(=O)Nc2ccccc2)cnn1-c1ccccc1)c1ccco1,2,-6,-2,-3,0.7,·,-30,0.8,-5
Cc1ccc(Nc2ncccc2C(=O)O)cc1C,-1,-9,-14,-20,-0.3,·,-3,0.8,-1
Cc1ccc(C)c(NC(=O)C2C(c3ccccc3)C2(Cl)Cl)c1 (stereo not drawn),-2,2,-20[20 µM],17,5.7,1.1,3,-3.7,9
Cc1n[nH]c(=S)n1/N=C/c1ccc(-c2ccccc2[N+](=O)[O-])o1,1,-42,1[20 µM],8,0.0,-0.25,-20,-1.3,7
Cc1cc(C(=O)Nc2c(C)nn(Cc3c(Cl)cccc3Cl)c2C)no1,-11,1,-20,0,1.0,·,-10,0.1,-19
CSCCC(NC(N)=O)C(=O)NCc1cccc(Cl)c1 (stereo not drawn),12,-8,-15[20 µM],0,0.2,0.038,-5,-1.1,6
CN1C(=O)/C(=C/c2ccco2)SC1=Nc1ccc(N2CCOCC2)cc1,5,0,-23,-17,0.3,0.58,-6,0.4,-13
CCOc1cc(/C=N/n2cnnc2)c(Br)cc1O,-3,-32,-16,14,-1.2,-1.2,0,0.8,-46
COc1ccc(C(C)C)cc1S(=O)(=O)n1ccnc1C,-5,-1,-3,28,-0.2,-0.48,-6,-0.9,16
Cc1ccccc1SCCNC(=O)CCc1ccccc1,24,9,-4,25,-1.5,-0.63,5,-2.0,13
CCn1ncc(C2=NOC(C(=O)NCc3ccc(Cl)cc3)C2)c1C (stereo not drawn),3,-2,-12,11,0.9,0.76,-1,2.4,22
O=S1(=O)CCC(NC(=S)Nc2ccccc2)C1 (stereo not drawn),-5,-16,-23,4,0.9,-0.34,-6,-0.3,-7
COC(=O)c1ccc2c(c1)N(C)CCS2,-7,-11,-26,-16,-0.3,-0.18,-12,0.5,-161
O=C(O)CCCCCn1c(SCc2cc(=O)n3cc(Cl)ccc3n2)nc2ccsc2c1=O,-7,-6,-10,9,-0.2,-1.1,13,1.7,-26
O=C(C1CCC(CNc2nc(=S)[nH]c3ccccc23)CC1)N1CCN(c2ccc(F)cc2)CC1 (stereo not drawn),-11,-12,-6,1,0.7,-7.5*,-3,1.0,-128
CC(OC(=O)c1ccccc1N1C(=O)C2C3CCC(C3)C2C1=O)C(=O)c1ccccc1 (stereo not drawn),-5,-4,-12,38,-0.5,0.14,-1,0.1,23
Cn1c(SCC(=O)NCc2ccco2)nnc1-c1ccccc1,4,2,-19[20 µM],0,0.1,0.87,-13,0.4,-19
CS(=O)(=O)C1=NSC2=NC(=O)/C(=C\c3cccn3-c3ccccc3Cl)C(=N)N21,-5,5,-19,8,1.1,-5.1*,39,0.9,11
Cc1ccc(C(CC(=O)NCc2ccco2)c2ccccc2)c(O)c1 (stereo not drawn),2,-3,-23[20 µM],7,-1.4,·,-9,-1.4,14
O=C1CCCC2=C1C(c1cccs1)n1nc(SCc3ccccc3)nc1N2 (stereo not drawn),-10,-7,-22,8,0.2,·,-3,-0.7,-100
Cc1cc(C)c(S(=O)(=O)c2ccccc2)c(OC(=O)c2c(Cl)cc(Cl)cc2Cl)n1,-1,-3,-11[20 µM],8,1.6,1,-3,1.8,30
CCOc1ccc(NC(=O)COc2ccc(C(=O)NC3CCCc4ccccc43)cc2OC)cc1 (stereo not drawn),-9,-2,-15,4,0.4,-0.0029,-65,-1.5,20
O=C(COC(=O)c1cncc(Br)c1)NCC1CCCO1 (stereo not drawn),1,0,-25,-4,0.4,·,2,1.1,-24

# Reformatted: results already given.
> O=C1CCCC2=C1C(c1cccs1)n1nc(SCc3ccccc3)nc1N2 (stereo not drawn)
- Thrombin inh: -10
- Tb hexokinase: -7
- Furin inh: -22
- PPC-1+TRAIL kill: 8
- TRPML3 agonist: 0.2
- Cl transport mod: ·
- EBV gp42 inh: -3
- zfTRPN1 agonist: -0.7
- Calpain2 inh: -100
> Cc1cc(C)c(S(=O)(=O)c2ccccc2)c(OC(=O)c2c(Cl)cc(Cl)cc2Cl)n1
- Thrombin inh: -1
- Tb hexokinase: -3
- Furin inh: -11[20 µM]
- PPC-1+TRAIL kill: 8
- TRPML3 agonist: 1.6
- Cl transport mod: 1
- EBV gp42 inh: -3
- zfTRPN1 agonist: 1.8
- Calpain2 inh: 30

# Other compounds follow:
Compound,Thrombin inh,Tb hexokinase,Furin inh,PPC-1+TRAIL kill,TRPML3 agonist,Cl transport mod,EBV gp42 inh,zfTRPN1 agonist,Calpain2 inh
CCCCCn1c(NCc2ccco2)nc2ccccc21,-10,3,3,16,-0.3,-0.25,-5,-1.8,12
CSc1ncccc1C(=O)N1CCCC(CCC(=O)NCc2ccccc2F)C1 (stereo not drawn),-15,-5,-1,8,0.5,·,-3,0.9,-4
O=C(Cn1ccc([N+](=O)[O-])n1)N1CCCCC1,-7,-3,-15,26,0.0,-0.3,0,0.6,21
CC1CCCCN1Cc1nc2ccccc2c(=O)[nH]1 (stereo not drawn),4,1,-18[20 µM],26,-0.1,·,-16,1.5,0
COc1ccc(-c2nnc3ccc(SCC(=O)N4CCCC4)nn23)cc1,-11,-6,-6,-7,0.3,-0.021,-12,2.8,-25
O=[N+]([O-])c1cc(S(=O)(=O)N2CCCCC2)ccc1NCCN1CCOCC1,-6,-7,-11,1,-0.1,-0.00027,-1,-0.1,-9
Cc1onc(-c2ccccc2Cl)c1-c1nc(-c2ccccn2)no1,3,4,-21,12,-1.2,-0.75,-6,0.0,14
Cc1ccc(S(=O)(=O)N2CCCCC2)cc1NC(=O)Nc1ccc(Cl)cc1Cl,-1,-2,-19,0,1.3,0.039,-4,0.7,-19
Cc1ccc(NC(=O)COC(=O)/C(=C/c2cccs2)c2cccs2)cc1S(=O)(=O)N(C)C,-2,-8,-12,11,0.0,-1.5,-15,0.6,-17

# Screening results as filed in PubChem.
